Screening data as filed in PubChem.
FUS suppressor: suppressors of FUS proteinopathy in yeast | S. cerevisiae FUS-expressing, growth rescue, OD600, 24 h | Potency, µM (series often up to 76.6 µM), for inactives: top-dose growth rescue (activation), hits mostly activators | 390,000 tested, 0.24% active | AID 1347120; active = well fitted activation curve with a large enough effect; inconclusive = small, poorly fitted or top-dose-only effect; inactive = no such curve, though single readings can be large or run the other way;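 also: plate controls were DMSO vehicle for no effect and reference control for full effect; nearly all actives have a fitted effect of over 55% in size; some results filed as inactive show a strong effect at the top dose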
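Absorbance at 600 nm, taken 24hr after compound addition, measured rescue of FUS-yeast growth at 30C. Induction used 2% galactose with seeding at OD 0.005. Controls: CP55940 from 92uM final, DMSO only.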
Starred values were filed as active, the others as inactive; ? = inconclusive. Potency is read from the fitted curve at half-maximal effect.

SMILES	FUS suppressor
CC(=O)Nc1sc2c(c1-c1nc3ccccc3s1)CCN(C(C)=O)C2	33%
CCC[C@H]1[C@@H](NC(=O)C2CCCCC2)CC[C@@]23CCCN2C(=O)CCC[C@@H]13	0%
COC(=O)CN1CCN(C(=O)c2nocc2C)CC1	-7%
COC1=C[C@H](C(=O)NCCOC(C)=O)[C@H](C)[C@@H](c2ccccc2)CC1=O	-8%
COC(=O)[C@]12CCCCC=C1N(Cc1ccc(OC)cc1)C(=O)[C@@H]2CC(=O)NCCC(C)C	40%
COC(=O)CNC(=O)[C@H](Cc1ccccc1)NC1(C(=O)NCCc2c[nH]c3ccccc23)CCCCC1	27%
COc1ccc(-c2cc(C(=O)NN=Cc3ccccc3F)[nH]n2)cc1	13%
COC(=O)[C@]12C[C@H](CC(=O)NCCCCc3ccccc3)C(=O)N(Cc3ccco3)C1=C[C@H](C(C)(C)C)O[C@@H]2C	?
COc1ccc2[nH]cc(C(C)c3ccccc3O)c2c1 (stereo unspecified)	-10%
CCN(C(=O)[C@@H](C1CC1)[C@@H](O)c1ccc(C(C)=O)cc1)c1ccccc1	0%
Cc1nc2ccccn2c1C(O)(c1ccccc1)c1ccccc1	-12%
COCCCN1C(=O)[C@H](CC(=O)N2CCN(C(=O)c3ccco3)CC2)[C@]2(C(=O)OC)CCCCC=C12	12%
COc1ccc(C2CC3CN(C4CCCCC4)C(=O)C3N2C)cc1 (stereo unspecified)	-14%
CC(C)(C)c1ccc(-c2cn(C[C@H](Cc3ccccc3)n3c(=O)c4ccccc4n3Cc3ccccc3)nn2)cc1	?
COC(=O)[C@]12C[C@H](CC(=O)NCC3CCCCC3)C(=O)N(Cc3cccc4ccccc34)C1=C[C@H](C(C)C)O[C@@H]2C1CC1	?
CCCNC(=O)Nc1ccc2c(c1)C(=O)N(C)[C@H]1CC[C@@H](CC(=O)OC)O[C@H]1CO2	-18%
CCOC(=O)[C@@]12CCCC3=C1N(CCC3)C(=O)[C@H]2CC(=O)NCCC(C)C	25%
O=C1CSc2ccc(C(=O)N3CCCC(C(=O)N4CCCN(Cc5ccccc5)CC4)C3)cc2N1 (stereo unspecified)	-9%
COC(=O)C[C@@H]1CC[C@H]2[C@@H](COc3ccc(NC(=O)Nc4cccc(F)c4)cc3C(=O)N2C)O1	8%
COC(=O)[C@]12C[C@H](CC(=O)NCC3CCCCC3)C(=O)N(Cc3ccco3)C1=C[C@H](C1CCCC1)O[C@@H]2C	?
CCCCN1CN2Cc3cc(F)ccc3C2CS1(=O)=O (stereo unspecified)	-4%
CCCCCCCCN1CCS(=O)(=O)N(Cc2ccc(F)cc2)C(C(=O)OC)C1 (stereo unspecified)	30%
COC(=O)[C@]12C[C@H](CC(=O)NCCc3ccccc3OC)C(=O)N(Cc3ccc(Cl)cc3Cl)C1=C[C@H](C(C)C)O[C@@H]2C1CC1	?
CCCC1CCC2(CCCN2CCOC(=S)Nc2ccccc2Cl)CC1 (stereo unspecified)	14%
Cc1ccccc1NC(=O)CSc1nnc(-c2cc(-c3ccccc3)n[nH]2)n1N	-2%
C[C@H]1[C@@H](C(=O)N2CCCC2)CC(=O)/C(=N/OCc2ccccc2)C[C@@H]1c1ccccc1	41%
Nc1[nH]nc2nnc(-c3c(-c4ccccc4)nn4ccccc34)cc12	17%
CCOC(=O)[C@]12CCCC3=C1N(CCC3)C(=O)[C@@H](CC(=O)NCCCCc1ccccc1)C2	35%
N#Cc1ccc(C(=O)Oc2coc(CSc3ncccn3)cc2=O)cc1	14%
CCC[C@H]1[C@@H](OC(=O)NC2CCC2)CC[C@@]23CCCN2C(=O)CCC[C@@H]13	7%
C#CCN1CC(N(C)CCO)CS1(=O)=O (stereo unspecified)	-19%
CC(C)C1N=C(NC(=O)OCc2ccccc2)NC1=O (stereo unspecified) (tested in a mixture with another compound)	-2%
Nn1c(SCC(=O)Nc2cccc3ccccc23)nnc1-c1cc(-c2ccccc2)n[nH]1	11%
C=C(C)C#CC(Cc1ccccc1)N(CC1CC1)/C(N)=N/C(=O)OCc1ccccc1 (stereo unspecified)	5%
COc1ccc(-n2c(SCC(=O)Nc3ccc(S(=O)(=O)Nc4nccs4)cc3)nnc2-c2ccccc2)cc1	10µM*
CN(Cc1cccs1)c1ncnc2ccc(-c3ccc4c(c3)OCO4)cc12	?

The closing three records of the part above come first, to join the parts:
SMILES	FUS suppressor
C=C(C)C#CC(Cc1ccccc1)N(CC1CC1)/C(N)=N/C(=O)OCc1ccccc1 (stereo unspecified)	5%
COc1ccc(-n2c(SCC(=O)Nc3ccc(S(=O)(=O)Nc4nccs4)cc3)nnc2-c2ccccc2)cc1	10µM*
CN(Cc1cccs1)c1ncnc2ccc(-c3ccc4c(c3)OCO4)cc12	?
Nn1c(SCC(=O)Nc2cc(C(F)(F)F)ccc2Cl)nnc1-c1n[nH]c2c1CCC2	5%
CCOC(=O)[C@@]12CN(C(=O)OC(C)(C)C)CC=C1N(Cc1ccc(OC)cc1)C(=O)[C@H]2CC(=O)NCC12CC3CC(CC(C3)C1)C2	9%
CCCc1cn(-c2ccc3c(c2)[C@@]2(CC(=O)N(C)C2c2ccccc2)C(=O)N3CC(C)C)nn1 (stereo partly specified)	20%
CC(C)C[C@H](NC1(C(=O)NC2CCCCC2)CCN(C)CC1)C(=O)NCC(c1ccccc1)c1ccccc1	22%
CO[C@H]([C@H](C)/C=C/N(C)C=O)[C@@H](C)C(=O)CC[C@H](C)[C@H](O)[C@H](C)[C@H]1OC(=O)/C=C/C(C)=C/C[C@H](O)C[C@@H]2C=CC[C@@H](C[C@H](OC)[C@@]3(CO3)[C@@H](OC)C[C@@H](OC)[C@@H]1C)O2	?
O=C(N[C@@H]1CCCc2c1cnn2-c1ccc(F)cc1F)c1ccccn1	2%
Fc1ccccc1Cn1ccc2ccc(-c3ccc4ccn(Cc5ccccc5)c4c3)cc21	44%
COc1ccc(C2CC=C(C(=O)O)C(c3ccccc3F)N2S(=O)(=O)c2ccc(C)cc2)cc1OC (stereo unspecified)	19%
Cn1cccc1C(=O)N1CCN(S(=O)(=O)c2cccs2)CC1	11%
COc1ccc(C2C(C(=O)N3CCN(C=O)CC3)CC(=O)N2c2ccc(OC)cc2)cc1 (stereo unspecified)	9%
COC(=O)[C@]12C[C@H](CC(=O)NCCCN3CCCC3=O)C(=O)N(Cc3cccc4ccccc34)C1=C[C@H](C(C)C)O[C@@H]2C1CC1	?
COC(=O)[C@]12C[C@H](CC(=O)N3CCC(c4ccccc4)CC3)C(=O)N(Cc3cccc4ccccc34)C1=C[C@H](C1CCCC1)O[C@@H]2C	?

In the list so far, these contain a Cl atom.
SMILES	FUS suppressor
COC(=O)[C@]12C[C@H](CC(=O)NCCc3ccccc3OC)C(=O)N(Cc3ccc(Cl)cc3Cl)C1=C[C@H](C(C)C)O[C@@H]2C1CC1	?
CCCC1CCC2(CCCN2CCOC(=S)Nc2ccccc2Cl)CC1 (stereo unspecified)	14%
Nn1c(SCC(=O)Nc2cc(C(F)(F)F)ccc2Cl)nnc1-c1n[nH]c2c1CCC2	5%

The list continues:
SMILES	FUS suppressor
C=CCNC(=O)CN(C(=O)Cc1ccc(Cl)nc1)c1cccc(Br)c1	2%
CC(=O)CC[C@H]1CC[C@]2(CCCN(C(=O)C3CCCC3)C2)O1	-2%
COc1ccc(NC(=O)CSc2nnc(-c3n[nH]c4c3CCC4)n2N)cc1	9%
COC(=O)C1CCC(CNC(=O)C(Cc2ccc3c(c2)OCO3)NC(C)=O)CC1 (stereo unspecified)	4%
CCOC(=O)[C@]12CCCCC/C=C\1N(CCc1ccc(Cl)cc1)C(=O)[C@H]2CC(=O)NCCCN1CCCC1=O	40%
COC(=O)C12C=C3CC(C)=C3C(=O)N1Cc1[nH]c3ccccc3c1C2 (stereo unspecified)	6%
COc1ccc(OC)c(S(=O)(=O)N2CCCC(c3noc(-c4ccc(C)cc4)n3)C2)c1 (stereo unspecified)	30%
CC(C)(C)c1ccc(S(=O)(=O)N2CCC(c3cn4ccccc4n3)CC2)cc1	?
COC(=O)[C@]12C[C@H](CC(=O)NCCc3ccccc3OC)C(=O)N(Cc3ccc(Cl)cc3Cl)C1=C[C@H](COCc1ccccc1)O[C@@H]2C	?
O=C(C1CCCN(S(=O)(=O)c2ccc(F)cc2)C1)N1CCN(Cc2ccccc2)CC1 (stereo unspecified)	12%
COc1cc(O)c(C(CC(=O)N2CC(C)OC(C)C2)c2ccc3c(c2)OCO3)c(OC)c1 (stereo unspecified)	13%
O=C(Nc1nc2ccc(Cl)cc2s1)c1cc(-c2ccc(Cl)cc2)nc2ccccc12	-2%
O=C([C@@H]1C[C@H]1c1ccccc1)N1CC[C@H]2[C@H](CCCN2Cc2ccc(F)cc2)C1	-4%
O=C(OC12CCCN(C1)/C(=C/c1ccncc1)C2)c1ccc(Cl)cc1 (stereo unspecified)	2%
CCn1c(COc2ccccc2)nnc1SCC(=O)Nc1ccc(Oc2ccccc2)cc1	18%
O=C(NCc1ccc(Cl)cc1)O[C@H]1CC[C@@]23CCCN2C(=O)CCC[C@H]3C1	27%
CCCC1CCC2(CCCN2CCOC(=O)Nc2ccccc2)CC1 (stereo unspecified)	15%
CCc1csc(N2[C@H](CN(CCOC)S(=O)(=O)c3ccccc3[N+](=O)[O-])[C@H](c3ccccc3)[C@@H]2CO)n1	?
COc1ccc(C(=O)C2(C(=O)NCc3ccccc3)CC(c3ccccc3C(F)(F)F)=NO2)cc1 (stereo unspecified)	33%
CN(Cc1ccccc1)S(=O)(=O)c1cccc(C(=O)OCC2CCCCC2)c1	14%
C=CCN1[C@@H](C)COc2cc(F)ccc2S1(=O)=O	-23%
Cc1ccc(-c2cc(C(=O)NN=Cc3c4ccccc4cc4ccccc34)[nH]n2)cc1C	19%
C(=N\Nc1nncc2ccccc12)/c1cccnc1	0%
COC(=O)[C@@]12CCCCC=C1N(CCc1ccc(Cl)cc1)C(=O)[C@H]2CC(=O)NCC12CC3CC(CC(C3)C1)C2	44%
Cc1nc2cc(C(=O)N3CCN(C(=O)OCc4ccccc4)CC3)ccc2n1C1CCCC1	35%
COc1nc(OC)nc(N2CCC(C(=O)N(C)Cc3ccco3)CC2)n1	-2%
COC(=O)[C@]12C[C@H](CC(=O)NCc3cccs3)C(=O)N(Cc3ccc4c(c3)OCO4)C1=C[C@H](C(C)C)O[C@@H]2C1CC1	?
CCOC(=O)C1=NOC(C(=O)Nc2cc(C)cc(C)c2)(C(=O)C2CC2)C1 (stereo unspecified)	23%
O=C(OCC#CCSc1nnc(-c2cccs2)o1)c1ccc(F)cc1	23%
COc1cc(/C=N/n2c(-c3cc(-c4ccccc4)n[nH]3)n[nH]c2=S)ccc1OCc1ccccc1	20%
C=CS(=O)(=O)N(Cc1ccc(C)cc1)[C@@H](CO)C(=O)OC	-15%
Cc1n[nH]c(C)c1S(=O)(=O)NC(C)Cc1ccccn1 (stereo unspecified)	3%
CCCC1CCC2(CC1)CCC2OC(=S)Nc1cccc(Cl)c1 (stereo unspecified)	-8%
COc1ccc(-c2noc(C3CCCN(C(=O)Nc4ccc(Cl)cc4)C3)n2)cc1 (stereo unspecified)	?
COc1ccc(CN2C(=O)CCCC2(C)c2nnnn2-c2c(C)cccc2C)cc1OC (stereo unspecified)	17%
CC1CCC2(CC1)CCC2NCc1ccc(Cl)cc1 (stereo unspecified)	-14%

Next part; it opens with the five that closed the last part.
SMILES	FUS suppressor
Cc1n[nH]c(C)c1S(=O)(=O)NC(C)Cc1ccccn1 (stereo unspecified)	3%
CCCC1CCC2(CC1)CCC2OC(=S)Nc1cccc(Cl)c1 (stereo unspecified)	-8%
COc1ccc(-c2noc(C3CCCN(C(=O)Nc4ccc(Cl)cc4)C3)n2)cc1 (stereo unspecified)	?
COc1ccc(CN2C(=O)CCCC2(C)c2nnnn2-c2c(C)cccc2C)cc1OC (stereo unspecified)	17%
CC1CCC2(CC1)CCC2NCc1ccc(Cl)cc1 (stereo unspecified)	-14%
COc1ccc(S[C@]2(C(=O)NC(C)C)CC(=O)N[C@@H]2c2ccc(OC)cc2)cc1	25%
COC(=O)[C@]12C[C@H](CC(=O)NCc3ccc(OC)c(OC)c3)C(=O)N(Cc3ccc(Cl)cc3Cl)C1=C[C@H](COCc1ccccc1)O[C@@H]2C	?
CCOC(=O)c1cccc(NC(=O)CN(C)S(=O)(=O)c2cc3ccccc3s2)c1	33%
OC(c1ccccc1)(c1ccccc1)C1CCN(CCCNc2ccccc2Br)CC1	21%
CCCCCCCCN1C(=O)[C@@H](CC(=O)NCCCOC)C[C@@]2(C(=O)OC)C1=C[C@H](C(C)C)O[C@@H]2C1CC1	?
O=[N+]([O-])c1ccccc1C=Nn1c(-c2cc(-c3ccccc3)n[nH]2)n[nH]c1=S	27%
O=C(Nc1ccc(F)cc1)OCc1cn(Cc2cccc(F)c2)nn1	-6%
COC(=O)[C@]12CCCCC=C1N(Cc1ccc(OC)cc1)C(=O)[C@@H]2CC(=O)NCC12CC3CC(CC(C3)C1)C2	?
O=C(NCc1ccco1)O[C@@H]1CC[C@@]23CCCN2C(=O)CCC[C@H]3C1	-6%
COC(=O)[C@]12C[C@H](CC(=O)N3CCCC3)C(=O)N(CCc3ccc(OC)c(OC)c3)C1=C[C@H](C(C)(C)C)O[C@@H]2C	30%
O=C(c1ccc(Br)cn1)N1CCC(Oc2cccnc2)CC1	-19%
O=C(CCc1ccccc1)N[C@H]1[C@H](OCc2ccccc2)CCC[C@@]12C(=O)N(Cc1ccccc1)c1ccc(-c3ccccn3)cc12	-5%
CCNC(=O)Nc1ccc2c(c1)C(=O)N(C)[C@H]1CC[C@@H](CC(=O)NCCN3CCCC3)O[C@@H]1CO2	-13%
CCCCC(=O)N[C@H]1CC[C@@]23CCCN2C(=O)CCC[C@H]3[C@H]1C	-12%
COC(=O)C(C(=O)OC)[C@H]1C=C[C@@H](C(=O)NS(=O)(=O)c2ccc(C)cc2)N(C(C)=O)C1	-2%
O=C1CCC[C@H]2C[C@H](NCc3cccs3)CC[C@]23CCCN13	-10%

Some of the compounds tested; the hit share may differ from the screen's.
